High-throughput results: PubChem BioAssay, several laboratories
TRPC4 act = opens the mouse TRPC4 cation channel | Q9QUQ5 | HEK293 TRPC4beta/mu-opioid, Fluo4 calcium fluorescence; hits give high values | B-score at 10 µM | 310,000 compounds, 0.49% hits | AID 2237;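 active means B-score above 5 SD of library B-scores, and initial fluorescence ratio not above library mean plus 5 SD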;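 further: positive B-score marks a calcium rise read as TRPC4 activation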
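Assay system: HEK293 stable line with TRPC4beta plus mu-opioid receptor; schedule: 45 min room-temperature Fluo4 loading, 110 s read; technique: kinetic Fluo4 calcium fluorescence; evaluation: integrated baseline-normalised fluorescence ratio, converted to per-well B score; controls: buffer (low) and maximal DAMGO (high)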
TRPC4 block = TRPC4 (mouse) channel inhibition | Q9QUQ5 | B-score at 10 µM | HEK293 TRPC4beta/mu-opioid, DAMGO-evoked Fluo4 calcium flux; hits give low values | 300,000 compounds, 0.39% hits;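 active means B-score over 3 SD under the library average, no early fluorescence shift, positive overall ratio signal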
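Signal: kinetic Fluo4 fluorescence imaging of calcium influx. Material: stable TRPC4beta/mu-opioid receptor HEK293 cells. Probe or stimulus: DAMGO in two steps, submaximal then maximal.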
MrgX1 antag = antagonists of human MrgX1 receptor; Q96LB2; MRGX1-HEK293 calcium flux, Fluo-4, BAM8-22 antagonism; hits give low values; B-score at 10 µM; 310,000 compounds, 1.3% hits; AID 588676;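 active means calcium-response B-score plate-corrected more than 3 library SD below zero, starting fluorescence within 5 deviations, no agonist response on first addition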;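 further: peak minus trough fluorescence over baseline after final BAM8-22 challenge near maximal dose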
Target sequence (Q96LB2 whole entry, looked up): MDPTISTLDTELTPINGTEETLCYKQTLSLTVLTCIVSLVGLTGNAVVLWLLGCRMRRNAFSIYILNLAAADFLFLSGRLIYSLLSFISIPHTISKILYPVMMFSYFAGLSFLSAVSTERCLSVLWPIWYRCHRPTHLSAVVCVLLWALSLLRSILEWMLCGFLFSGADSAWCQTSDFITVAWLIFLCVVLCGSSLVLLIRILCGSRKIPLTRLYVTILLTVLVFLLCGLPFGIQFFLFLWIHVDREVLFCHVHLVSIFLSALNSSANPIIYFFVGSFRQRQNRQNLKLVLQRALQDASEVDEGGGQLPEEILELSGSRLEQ
TRPC6 inh = inhibitors of mouse TRPC6 channel; Q61143; HEK293-TRPC6, membrane potential dye, ACh-evoked depolarization; hits give low values; B-score at 10 µM; 310,000 compounds, 1.1% hits;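 active means B-score under library mean minus 3 SD, initial fluorescence not abnormally high, positive integrated signal ratio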;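 further: B-score derived from integrated fluorescence ratio over the kinetic read; more negative B-score means stronger inhibition of depolarization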
TRPC6 activator = activates the mouse TRPC6 cation channel. 310,000 compounds, 0.13% hits. HEK293-TRPC6 membrane potential dye fluorescence; hits give high values. Q61143. B-score at 10 µM;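 active means B-score of the integrated fluorescence ratio above library mean plus 3 SD, and starting fluorescence ratio within library mean plus 5 SD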;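 further: higher score means more depolarization so channel activation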
KLF5 inhibitor = suppresses KLF5 promoter-driven expression. DLD-1 KLF5 promoter-luciferase reporter, luminescence. inhibition, % at 5 µM. 290,000 compounds, 0.23% hits. AID 1700;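 active means inhibition above a per-plate limit of that plate's mean compound inhibition plus 3 SD, cut at about 60% in these data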;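 further: 0% = DMSO wells and 100% = LY294002 at 200 µM; higher means less KLF5 promoter-driven luciferase light; inactives centre near -14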
IEC-6 cytotox = kills IEC-6 intestinal cells in KLF5 counter-screen; AID 1825; inhibition, % at 5 µM; 290,000 compounds, 0.78% hits; IEC-6 cytotoxicity, luminescence viability; in the data active means inhibition above about 22%;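 further: 0% = plate median of test compound wells and 100% = cytotoxic reference compound wells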
aSyn UTR inh = 5' untranslated region of α-synuclein, MLPCN primary screen. alpha-synuclein 5'UTR reporter, inhibitor activity. inhibition, % (tested at 7.5 µM). 300,000 compounds, 0.82% hits. AID 1813; in the data active means inhibition above about 60%;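 further: H4 neuroglioblastoma cells stably carrying SNCA 5'UTR luciferase fusion; 0% = DMSO wells and 100% = positive control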
TRPC4 potent = TRPC4 (mouse) allosteric potentiation | 310,000 compounds, 0.42% hits | HEK293 TRPC4beta/mu-opioid, DAMGO EC20, Fluo-4 Ca2+ flux; hits give high values | B-score at 10 µM;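 active means B-score of calcium response area above 5 SD of library B-scores, with initial fluorescence ratio within 5 SD of library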;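 further: B-score of integrated fluorescence ratio over time as area under calcium response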
HIF act = HIF pathway transcriptional activation; 300,000 compounds, 0.32% hits; U2OS HRE-luciferase reporter, luminescence; normalized: DMSO 0%, desferrioxamine 100%; AID 1910; activation, % at 7.5 µM (by protocol);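 active means mean activation of at least 10% of the iron chelator positive control signal, with at least half of replicates also reaching 10%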
SKKanGAS inh = inhibitors of SKKanGAS S. pyogenes growth in kanamycin (SK-promoter or general growth effect); BacTiter-Glo, 6 h; inhibition, % at 7.5 µM; 300,000 compounds, 1.3% hits;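 active means mean replicate score, as percent of positive control median, at least 50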;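 further: strain carries kanamycin resistance gene driven by streptokinase promoter and grows in 40 µg/ml kanamycin; loss of luminescence reflects streptokinase promoter inhibition or plain growth inhibition; 0% = median of DMSO wells and 100% = positive control at its reference dose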
* marks the source's active call; other numbers are inactive results; i = inactive; . = no result given.

Below each SMILES: TRPC4 act, TRPC4 block, MrgX1 antag, TRPC6 inh, TRPC6 activator, KLF5 inhibitor, IEC-6 cytotox, aSyn UTR inh, TRPC4 potent, HIF act, SKKanGAS inh
#1 Cc1ccc(CN2CC34C=CC(O3)C(C(=O)NCc3ccc5c(c3)OCO5)C4C2=O)cc1 (stereo not drawn)
→ i, i, i, i, i, -32, -5, -8, i, -0.8, 0
#2 CCC(CC)C(=O)Nc1c2c(nn1-c1ccc(C)cc1)CS(=O)(=O)C2
→ i, i, i, i, i, 11, -3, -18, i, 0.1, -5
#3 CCn1c(O)c(N=Nc2ccc3ccccc3n2)c2ccccc21
→ i, i, i, i, i, -18, 2, -143, i, 1.9, 6
#4 CCOC(=O)C1(Cc2cccc(F)c2)CCN(CCCn2cccn2)CC1
→ i, i, i, i, i, -21, 2, 4, i, 1.7, 1
#5 Cc1cc(Sc2nc(NC(C)C)nc(NC(C)C)n2)nc(Cl)n1
→ i, i, i, i, i, -20, 4, -44, i, 0.0, 6
#6 O=C(/C=C/c1cccc([N+](=O)[O-])c1)N(c1ccccn1)c1ccccn1
→ i, i, i, i, i, 2, 4, -39, i, -0.2, -6
#7 O=C(CCC1(C(=O)O)CCC(=O)NC1)NCc1ccccc1 (stereo not drawn)
→ i, i, i, i, i, -30, -2, 22, i, 0.3, 0
#8 CC1(C)C(=O)OC(c2ccco2)C(C)(C)C1=O (stereo not drawn)
→ i, i, i, i, i, -19, 2, -3, i, 1.5, -1
#9 CCN(CC)S(=O)(=O)c1cccc(NC(=O)COC(=O)c2cc(=O)c3ccccc3o2)c1
→ i, i, i, i, i, 6, 5, -5, i, -0.4, -3
#10 O=[N+]([O-])c1ccc(N2CCCCC2)s1
→ i, i, i, i, i, -20, 5, 10, i, -0.1, -7
#11 Cc1c(Cc2ccccc2)c(NCCCO)n2c(nc3ccccc32)c1C#N
→ i, i, i, i, i, 0, 11, 7, i, 0.5, 23
#12 Cc1cc(=O)oc(C)c1C(=O)Nc1ccccc1F
→ i, i, i, i, i, -16, 4, 4, i, -0.2, 2
#13 COc1ccc(CCN2C(=O)CN(Cc3ccccc3)CC2=O)cc1OC
→ i, i, i, i, i, 12, -9, -4, i, -0.6, 20
#14 Cc1ccc(C)c(CSc2nnc(-c3cccnc3)o2)c1
→ i, i, i, i, i, 12, -2, -27, i, 0.4, -1
#15 CC(C)Cc1cc(C(=O)N(C)C2CCCN(Cc3ccccc3F)C2)n(C)n1 (stereo not drawn)
→ i, i, i, i, i, -17, 0, 21, i, -0.4, -7
#16 Cc1ccc(Cl)cc1N1CCN(C(=O)CCS(=O)(=O)c2cccc3nonc23)CC1
→ i, i, i, i, i, -15, -9, 24, i, -0.3, 5
#17 O=C(CCSCCc1ccccn1)Nc1c(F)c(F)c(F)c(F)c1F
→ i, i, i, i, i, 5, -3, 19, i, -0.6, -4
#18 CCOC(=O)c1cnc2c(C(=O)OC)cccc2c1NCc1cccnc1
→ i, i, i, -6.2*, i, 1, 3, -4, i, -0.4, 0
#19 COc1cccc(NC(=O)c2ccc(Cn3cc([N+](=O)[O-])cn3)o2)c1
→ i, i, i, i, i, -8, -3, -1, i, -0.3, 4
#20 Cc1nnc(SCCn2c(N3CCN(C)CC3)nc3c2c(=O)[nH]c(=O)n3C)s1
→ i, i, i, -10*, i, -5, 3, 13, i, 0.0, 11
#21 O=C(CCC(=O)OCC(=O)c1ccc(Cl)cc1)NC1CCCCC1
→ i, i, i, i, i, -11, -1, -7, i, -0.1, -11
#22 N/C(Cc1nc(-c2ccc(Br)cc2)cs1)=N\O
→ i, i, i, i, i, -23, -3, -96, i, 4.2, 6
#23 CCOc1ccccc1C1CC(c2cccs2)=NN1S(C)(=O)=O (stereo not drawn)
→ i, i, i, i, i, -14, -3, -6, i, -0.5, -2
#24 O=c1ccc(NS(=O)(=O)c2ccccc2)cn1Cc1ccc(Cl)c(Cl)c1
→ i, i, i, i, i, 0, 6, 18, i, -0.3, 11
#25 O=C(COC(=O)c1ccc2c(c1)S(=O)(=O)c1ccccc1C2=O)NC1CC1
→ i, i, i, i, i, -14, -4, 7, i, -0.5, -4
#26 CC1(C)CC2CC(C)(CN2CC(=O)C(C#N)c2ccccc2)C1 (stereo not drawn)
→ i, i, -8.7*, i, i, 5, 4, 11, i, 0.1, -3
#27 O=C(CNC(=O)C1CCCCC1)OCc1cc(=O)oc2ccc3ccccc3c12
→ i, i, i, i, i, -24, -3, 15, i, 0.0, 7
#28 Cc1ccc(S(=O)(=O)N(CC(=O)Nc2ccccc2C(=O)O)c2ccccc2)cc1
→ i, i, i, i, i, -9, -8, 12, i, -0.1, 7
#29 Cc1ccc(C2=NOC(=O)/C2=C\c2ccccc2)cc1
→ i, i, i, i, i, ., ., -22, i, 31*, -1
#30 CC1C(=O)N2CCCc3cc(S(=O)(=O)Nc4ccccc4C(N)=O)cc1c32 (stereo not drawn)
→ i, i, i, i, i, ., ., 21, i, -31, 2
#31 Cn1cccc1C1(C(F)(F)F)NCCNC1=O (stereo not drawn)
→ i, i, i, i, i, -45, -1, -15, i, -0.1, -3
#32 O=C(CCCn1cnc([N+](=O)[O-])n1)Nc1ccc(Cl)cc1Cl
→ i, i, -9.1*, i, i, -1, 8, -9, i, -0.1, -5
#33 C#CCO[C@@H]1C[C@H](n2cnc3c(=O)[nH]c(NC(=O)C(C)C)nc32)O[C@@H]1CO
→ i, i, i, i, i, ., ., -24, i, 0.1, 4
#34 COc1ccccc1NC1=C(Cl)C(=O)N(C2CCCCC2)C1=O
→ i, i, i, i, i, 10, 3, -91, i, -0.9, 9
#35 CCNc1ccc2noc3c2c1C(=O)c1ccccc1-3
→ i, i, -4.8*, -5.8*, i, -36, 0, 5, i, -0.2, 13
#36 CCCCC(=O)Nc1nnc(-c2ccco2)o1
→ i, i, i, i, i, -37, 1, 2, i, -0.4, 4
#37 Cc1ccc(C2=NOC(c3nnc(-c4ccccc4)o3)C2)cc1 (stereo not drawn)
→ i, i, i, i, i, ., ., -19, i, -0.2, 6
#38 Cc1ccc(Sc2c(C)nn(C(=O)CNS(=O)(=O)c3ccc(F)cc3)c2C)cc1
→ i, i, i, i, i, -4, 0, 23, i, -0.2, 7
#39 CC(C)(C)c1cc(C(=O)N/N=C/c2ccc([N+](=O)[O-])s2)n[nH]1
→ i, i, i, i, i, -22, -3, 64*, i, -0.7, 52*
#40 O=S(=O)(c1ccc(Cl)s1)N1CCC2(CC1)OCCO2
→ i, i, i, i, i, -3, -2, -6, i, -0.2, 0
#41 COc1ccc(-c2cc(C(=O)NNC(=O)c3csc(N4CCOCC4)n3)c3ccccc3n2)cc1
→ i, i, i, i, i, ., ., -8, i, -0.3, 17
#42 Cc1ccc(C(OCC(C)(C)C[N+](C)(C)C)c2ccccc2)cc1 (stereo not drawn)
→ i, i, i, -8.1*, i, -51, -1, -1, i, 0.3, -5
#43 Clc1ccc(OCCCCSc2ncccn2)cc1
→ i, i, i, i, i, -6, 2, -5, i, -0.3, 6
#44 O=C(C1CCN(S(=O)(=O)c2cccc3cccnc23)CC1)N1CCCC1
→ i, i, i, i, i, ., ., -17, i, ., 0
#45 O=c1cc(CO)oc(C(Nc2ccccn2)c2ccsc2)c1O (stereo not drawn)
→ i, i, i, i, i, -14, -3, -1, i, 0.2, 5
#46 COc1ccc(OCC(=O)N/N=C(\CCC(=O)O)c2cccs2)cc1
→ i, i, i, i, i, -10, -1, 15, i, -0.4, -5
#47 CCOC(=O)N1CCN(S(=O)(=O)N2CCCC(C(=O)NC(C)c3ccccc3)C2)CC1 (stereo not drawn)
→ i, i, i, i, i, -51, 3, 12, i, -0.4, 6
#48 COC(=O)C1(C)NC(c2ccccc2OC)C2C(=O)N(c3ccccc3)C(=O)C21 (stereo not drawn)
→ i, i, i, i, i, -17, 1, 1, i, 0.3, 6
#49 CCC1(CC)Cc2ccccc2-c2nc(CN3CCOCC3)[nH]c(=O)c21
→ i, i, i, i, i, -12, 0, -6, i, -0.4, -10
#50 c1ccc(C2=Nc3ccccc3SC2c2nc3ccccc3[nH]2)cc1 (stereo not drawn)
→ i, i, i, i, i, -111, 0, -250, i, 2.0, 5
#51 COc1ccc(-c2noc(CCC(=O)NCc3ccco3)n2)cc1
→ i, i, i, i, i, -24, 1, ., i, ., -2
#52 CCCc1ccc2oc(C(=O)NCCc3nc(C(=O)OCC)cs3)c(C)c2c1
→ i, i, ., i, i, -72, -4, -16, i, 0.8, 6
#53 COc1cc(S(=O)(=O)NCc2ccccc2)ccc1F
→ i, i, i, i, i, -13, 6, 21, i, -0.2, -3
#54 CCOC(=O)C(NC(C)=O)C(OC(C)=O)c1cccc(N(CCO)CCO)c1 (stereo not drawn)
→ i, i, i, i, i, -19, -7, 2, i, 0.2, -4
#55 COc1ccc(NS(=O)(=O)c2cc(NC(=O)c3nn(C)c(=O)c4ccccc34)ccc2OC)cc1
→ i, i, i, i, i, 11, 6, 20, i, 0.5, 13
#56 CCOc1cc(O)c(-c2[nH]ncc2-c2nc(C)cs2)cc1CC
→ i, i, i, i, i, -21, 0, 32, 20*, -0.5, -7
#57 COc1cc(/C=C2\CCCc3c2nc2ccccc2c3C(=O)O)cc(OC)c1O
→ i, i, i, i, i, -21, 6, -5, i, -0.1, 3
#58 CCOC(=O)COn1c(=O)c(-c2ccccc2)[n+]([O-])c2ccccc21
→ i, i, i, i, i, -16, 0, -8, i, 0.8, 5
#59 COc1ccccc1CCC(=O)N1CCN(S(=O)(=O)c2cccc(F)c2)CC1
→ i, i, i, i, i, ., ., -6, i, -0.2, -10
#60 COc1ccccc1NC(=S)NCCSc1ccc(Cl)cc1
→ i, i, i, i, i, 4, 1, -18, i, -0.1, 7
#61 CCCCn1c(=O)n(C)c(=O)c2c3c(sc21)COC(C)(C)C3
→ i, i, i, i, i, -20, -5, 25, i, -0.2, -4
#62 CC1CCc2[nH]nc(C(=O)O)c2C1 (stereo not drawn)
→ i, i, i, i, i, -8, 1, 9, i, -0.3, 7
